DNMT1 block = inhibitors of human DNMT1; DNMT1 molecular beacon, Hinp1I cleavage, fluorescence; 360,000 compounds, 0.83% hits; P26358; inhibition (reported as % activation of signal), % at 10 µM; in the data active = inhibition above about 50%
SKN-1 inh = blocks SKN-1 activity in C. elegans. AID 624304. C. elegans VP596 Pgst-4::GFP/RFP ratio, acrylamide-induced, 24 h. 360,000 compounds, 0.49% hits. inhibition, % at 21.8 µM;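 active = interference check ratio from 0.5 to 1.5 plus GFP to RFP signal ratio inhibition reaching or exceeding a fixed threshold, cut at about 30% in these data, passing the limit was not always enough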; also: some compounds called inactive have numbers as strong as hits
CendR NRP1 mod = modulators of CendR peptide binding to human neuropilin-1; 360,000 compounds, 0.85% hits; FAM-RPARPAR peptide binding to NRP-1, fluorescence polarization; inhibition, % at 25 µM;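 active = inhibition or corrected inhibition above about 18%, plus a signal ratio from 0.5 to 1.5, limit read from the data, passing the limit was not always enough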; also: strong numbers were not always called active
Neddyl block = cullin neddylation inhibition. P61081+Q13564. 360,000 compounds, 0.58% hits. calls only at 25 µM. TR-FRET cullin neddylation, biochemical; in the data active = inhibition above about 36%
Target sequence (P61081 whole entry, looked up): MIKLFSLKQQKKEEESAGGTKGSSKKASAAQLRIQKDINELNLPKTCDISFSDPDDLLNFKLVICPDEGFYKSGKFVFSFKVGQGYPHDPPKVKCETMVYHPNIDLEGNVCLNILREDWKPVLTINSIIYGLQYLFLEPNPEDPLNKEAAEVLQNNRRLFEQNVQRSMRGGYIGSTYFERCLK
Target sequence (Q13564 whole entry, looked up): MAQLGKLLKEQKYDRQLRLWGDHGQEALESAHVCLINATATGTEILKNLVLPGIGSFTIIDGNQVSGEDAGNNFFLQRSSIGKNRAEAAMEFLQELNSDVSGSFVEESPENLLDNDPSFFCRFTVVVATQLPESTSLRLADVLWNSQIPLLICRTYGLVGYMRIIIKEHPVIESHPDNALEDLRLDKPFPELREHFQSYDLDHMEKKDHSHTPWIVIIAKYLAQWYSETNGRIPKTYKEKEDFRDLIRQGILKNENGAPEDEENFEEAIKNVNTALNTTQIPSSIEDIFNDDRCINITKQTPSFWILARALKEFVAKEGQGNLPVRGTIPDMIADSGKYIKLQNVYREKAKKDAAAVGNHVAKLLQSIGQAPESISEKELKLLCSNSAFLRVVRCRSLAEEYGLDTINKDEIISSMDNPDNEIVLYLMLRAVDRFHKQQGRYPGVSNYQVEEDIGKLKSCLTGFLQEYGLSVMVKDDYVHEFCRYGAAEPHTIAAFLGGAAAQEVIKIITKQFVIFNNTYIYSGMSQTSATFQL
TbMetRS inhib = blocks T. brucei methionyl-tRNA synthetase activity; purified T. brucei MetRS, ATP depletion, Kinase-Glo luminescence; inhibition, % at 11.9 µM; 360,000 compounds, 0.4% hits; AID 624268;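 active = inhibition above a per-plate cutoff of the control wells' mean inhibition plus 3 SD, cut at about 5.5% in these data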;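 also: 0% = DMSO wells median and 100% = median of wells with control inhibitor compound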
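technique = Kinase-Glo luminescence, ATP depletion format | system = purified MetRS (methionyl-tRNA synthetase) enzyme from Trypanosoma brucei | timing = 15 min preincubation, 2 h reaction, all 25 °C | evaluation = percent inhibition versus plate control medians | dosing = single dose, 11.9 µM final nominal, 0.9% final DMSO | also added = substrates ATP, L-methionine and bulk Escherichia coli tRNA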
STEP block = STEP (human) phosphatase inhibition; P54829; recombinant STEP, OMFP fluorogenic substrate, fluorescence; inhibition, % at 20 µM; 360,000 compounds, 0.25% hits; AID 588621;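 active = inhibition at 20 µM, scaled per plate between control wells, above about 37%, limit read from the data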;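 also: 0% = DMSO with enzyme and substrate and 100% = substrate only without enzyme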
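Material: STEP (striatal-enriched tyrosine phosphatase) enzyme, cell-free; Compound dosing: 20 µM single dose in 1% DMSO; Technique: fluorescence read at 480 nm ex / 540 nm em; Times: reaction 20 min, ambient temperature; Medium: 50 mM Bis-Tris pH 6.0 with 2.5 mM DTT and 0.005% Tween 20; Also added: OMFP at 25 µM.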
SUMO1-SIM PPI = SUMO1-SIM interaction modulation; P63165; SUMO1 binding to a labelled peptide, TR-FRET, 1 h; inhibition, % at 20 µM; 360,000 compounds, 0.33% hits; in the data active = inhibition above about 37%
LMPTP inh = blocks human LMPTP phosphatase; P24666; recombinant LMPTP-A, OMFP fluorogenic substrate, fluorescence intensity; inhibition, % at 20 µM; 360,000 compounds, 0.22% hits;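 active = compounds that cut the enzyme signal by at least half of the control window in the single-dose screen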;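 also: plate controls were DMSO wells with enzyme plus substrate for no effect and substrate without enzyme for full effect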
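Test system: LMPTP-A, protein tyrosine phosphatase of low molecular weight; Input: 0.625 nM enzyme; Incubation: 50 min dark incubation at room temperature; Signal: endpoint fluorescence intensity from OMFP dephosphorylation; Read-out basis: % inhibition versus control wells.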
NadD inh = inhibitors of Staphylococcus aureus NadD; purified NadD enzyme, colorimetric absorbance read-out; inhibition, % at 20 µM; 360,000 compounds, 0.78% hits; AID 602399; in the data active = inhibition above about 26%; also: some compounds past the cut are filed as inactive
Scp-1 inhibitor = blocks human Scp-1 phosphatase activity | Recombinant Scp1, phosphopeptide, malachite green phosphate absorbance | inhibition, % at 20 µM | 340,000 compounds, 0.88% hits | AID 493091;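 active = inhibition above about 50% at 20 µM, limit read from the data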;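 also: plate controls were DMSO wells with enzyme for no effect and wells lacking enzyme for full effect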
Target sequence (Q9GZU7 76-261 limits assumed): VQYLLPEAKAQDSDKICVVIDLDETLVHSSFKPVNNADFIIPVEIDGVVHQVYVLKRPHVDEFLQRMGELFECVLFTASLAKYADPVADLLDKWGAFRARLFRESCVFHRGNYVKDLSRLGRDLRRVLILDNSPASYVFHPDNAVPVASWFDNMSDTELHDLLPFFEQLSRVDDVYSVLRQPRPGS
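System: truncated SCP-1 phosphatase (76-261aa); medium: Tris acetate buffer pH 5.5 with MgCl2 and Tween-20; incubation: 45 min room-temperature reaction, 5 min colour, 30 min stabiliser; compound: single 20 µM dose, 1% DMSO; reagent: Phosphorylated 17-residue peptide substrate; read-out: % inhibition at 20 µM; technique: colorimetric free-phosphate detection, absorbance 630 nm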
Numbers without * were called inactive; i = inactive; x = no result given; + = active, no number; & = joins results of further samples.

SMILES	DNMT1 block	SKN-1 inh	CendR NRP1 mod	Neddyl block	TbMetRS inhib	STEP block	SUMO1-SIM PPI	LMPTP inh	NadD inh	Scp-1 inhibitor
Cc1n[nH]c(C)c1S(=O)(=O)N1CCCC(C(=O)N2CCN(c3ccc(Cl)cc3)CC2)C1 (centres undefined)	-1	-1	2	i	0.2	2	0	-0.8	-2	-2
COc1ccc(NC(=O)NN(C(=O)c2ccccc2)C(C)(C)C)cc1	3	1	-1	i	0.5	-4	1	-2.4	1	-8
COc1ccccc1C(=O)COC(=O)c1cnc(C)cn1	8	-10	-7	i	-0.8	-1	1	0.2	-5	3
COc1ccc(Cc2nnc(NC(=O)CS(=O)(=O)c3ccccc3)s2)cc1OC	0	11	10	i	0.7	1	8	-1.1	1	-10
CCOC(=O)c1cnc(SCC(=O)N2CCC(C(N)=O)CC2)nc1N	2	-6	-3	i	0.0	-5	-1	0.3	0	-11
Cc1onc(-c2c(Cl)cccc2Cl)c1/C(N)=N/OC(=O)C(C)(C)C	-1	4	6	i	-0.6	0	-17	1.2	-5	-7
COc1ccccc1NS(=O)(=O)c1ccc(NC(=O)CCNC(=O)c2ccco2)cc1	0	-15	-4	i	-1.1	0	4	0.2	0	-5
COc1nc(OC)nc(Oc2ccc([N+](=O)[O-])cc2Cl)n1	1	-7	-11	i	0.7	-2	-28	-1.7	-2	-7
Cc1ccccc1CNCc1ccc2c(c1)OCO2	2	-4	6	i	-1.0	0	-2	-1.7	-4	3
CC(=O)Nc1ccc(C2=NN(Cc3nnc(-c4ccccc4)o3)C(=O)SC2)cc1	-5	9	-2	i	-0.4	0	-9	0.2	0	-10
CC(=O)Nc1ccc(S(=O)(=O)NCC(=O)OCC(=O)N2CCCc3ccccc32)cc1	0	7	-1	i	0.4	-3	4	-2.4	0	-3
O=C(c1cccc(C(F)(F)F)c1)N(c1ccccn1)C1CCCCC1	0	13	3	i	-0.7	-1	3	0.1	3	-3
Cc1cccc(C)c1NC(=O)C(NS(=O)(=O)c1cccs1)c1ccccc1 (centres undefined)	-5	-4	-8	i	-0.5	1	-2	-2.8	-2	-5
O=C1COc2ccc(C(=O)COC(=O)c3ccc4ccccc4n3)cc2N1	0	-15	-27	i	-0.4	-2	21	5.2	11	1
COc1ccc(NC(=O)C2C3CCC4C(CCC32)C4(Cl)Cl)cc1 (centres undefined)	17	5	-7	i	0.2	2	-1	-1.9	0	-6
COc1ccc(OCc2cc(C(=O)NC3CCOC(C)(C)C3)no2)c2ccccc12 (centres undefined)	-11	5	-10	i	-0.6	0	-8	1.3	0	x
CN1OC(c2ccccc2)=C(CO)C1c1ccccc1 (centres undefined)	-1	3	1	i	0.3	-2	0	-1.3	-2	-1
Cc1ccc(C2=NN(C(=O)CCC(=O)O)C(c3cccc([N+](=O)[O-])c3)C2)cc1 (centres undefined)	1	-12	16	i	0.1	-1	-13	-0.7	5	0
O=C(CCc1nnc(Cc2ccc(-c3ccccc3)cc2)o1)N1CCCC1	4	-8	-6	i	-1.1	3	4	0.3	-2	-1
CC(OC(=O)CNC(=O)c1cccc(F)c1)C(=O)NC1CCCCC1C (centres undefined)	1	-2	0	i	-0.5	-2	0	-0.8	-3	0
CCOC(=O)C1C(=O)C(C(C)=O)C(=O)CC1CC(C)SCC (centres undefined)	2	18	5	i	-1.1	0	0	-2.1	0	0
COc1ccc(-c2cn3cccnc3n2)cc1NS(=O)(=O)c1ccccc1	1	-9	-8	+	-0.4	0	-4	0.1	0	-13
CCCCn1c2nc3ccccc3nc2c2c(=O)n(-c3ccccc3)cnc21	3	-2	4	+	-1.3	0	-24	1.1	8	14
O=c1c(/C=N\NS(=O)(=O)c2ccccc2)coc2ccc(Cl)cc12	-2	7	-6	i	-0.2	0	-2	0.1	-3	-5
COC(=O)C1=C(C)NC=C([N+](=O)[O-])C1c1ccc(OC)cc1 (centres undefined)	-11	2	12	i	0.1	2	-3	0.7	-3	-10
CN1C(=O)C(=O)/C(=C(/O)c2ccc(Br)cc2)C1c1ccc(F)cc1 (centres undefined)	3	-8	16	i	-0.3	11	-8	-1.0	4	-10
Nc1nc2cc(Cl)ccc2n1N	1	11	-2	i	-0.4	-2	-1	-2.5	0	x
CCOC(=O)c1cc(CC)sc1/N=C/c1c(O)ccc2ccccc12	-5	-6	-52	i	-0.6	2	-6	-2.2	0	-5
COc1ccccc1NC(=O)CSc1nc2ccccc2nc1N1CC(C)OC(C)C1 (centres undefined)	-5	-6	-1	i	0.3	5	0	3.6	3	-11
CC(=O)Nc1ccccc1NC(=O)c1ccc(C)cc1C	2	3	3	i	-1.1	3	3	6.0	-4	-7

3 entries drawn at random from the list so far, as already listed:
SMILES	DNMT1 block	SKN-1 inh	CendR NRP1 mod	Neddyl block	TbMetRS inhib	STEP block	SUMO1-SIM PPI	LMPTP inh	NadD inh	Scp-1 inhibitor
COc1nc(OC)nc(Oc2ccc([N+](=O)[O-])cc2Cl)n1	1	-7	-11	i	0.7	-2	-28	-1.7	-2	-7
O=c1c(/C=N\NS(=O)(=O)c2ccccc2)coc2ccc(Cl)cc12	-2	7	-6	i	-0.2	0	-2	0.1	-3	-5
CCCCn1c2nc3ccccc3nc2c2c(=O)n(-c3ccccc3)cnc21	3	-2	4	+	-1.3	0	-24	1.1	8	14

New compounds follow.
SMILES	DNMT1 block	SKN-1 inh	CendR NRP1 mod	Neddyl block	TbMetRS inhib	STEP block	SUMO1-SIM PPI	LMPTP inh	NadD inh	Scp-1 inhibitor
CC[C@@H](C)CN1C(=O)N[C@@H](c2ccccc2)C(C(C)=O)=C1C	31	-1	-45	i	-0.4	4	1	0.0	1	17
CCC(=O)Nc1ccc2nc(C3CC3)n(Cc3ccccc3)c(=O)c2c1	2	13	14	i	-0.3	2	1	0.8	-9	3
COC(=O)c1ccc(N2CCN(C(=O)c3ccccc3)CC2)c(NC(C)=O)c1	4	-2	-3	i	0.1	2	-3	-1.4	-1	-1
O=C(Cc1ccc(Cl)c(Cl)c1)Nc1ccccc1N1CCOCC1	4	-11	-6	i	-0.9	0	2	4.7	1	-12
CC(=O)[C@H]1CC[C@H]2[C@@H]3CCC4=CC(=O)CC[C@]4(C)[C@H]3CC[C@]12C	6&0	-4&8	-8&2	i	-0.2&-0.8	-2&0	13&3	-0.7&-1.1	0&1	-11&-9
COC(=O)[C@@]1(Cc2ccc(F)cc2)[C@H]2c3cc(C(=O)N(C)C)n(Cc4ccsc4Br)c3C[C@H]2CN1C(=O)c1ccccc1	x	7	3	i	-0.2	x	12	4.9	-3	x
COc1cc(CNC(=O)Nc2nc(C(N)CCc3ccccc3)cs2)cc(OC)c1OC (centres undefined)	0	5	-1	i	0.1	-3	1	-2.1	-1	x
O=c1[nH]c(N2CCOCC2)nc2ccccc12	-3	9	4	i	0.1	0	3	-0.1	6	-2
CC(C)CNC(=O)CN(C1CCCCC1)S(C)(=O)=O	0	9	-2	i	-0.1	-1	-3	-0.6	0	-7
COc1cc(NC(=O)c2ccc([N+](=O)[O-])o2)ccc1NC(=O)c1cccs1	-1	0	-6	i	-0.3	2	-8	-0.1	-1	-5
Cc1ccc(Oc2ccc(Cl)cc2N)cc1	0	1	4	i	0.3	-8	2	0.0	1	-3
CN1C2CCC1/C(=C\c1ccc(F)cc1)C(=O)/C2=C/c1ccc(F)cc1	4	18	4	i	-0.7	-1	-3	-0.6	-8	-6
COC(=O)NNC(=O)COc1cc(C)c(Br)cc1C(C)C	12	4	-8	i	0.0	-2	-3	-0.4	-7	2
O=C(NCc1ccc2c(c1)OCO2)c1ccc(CS(=O)(=O)Cc2cccc(Cl)c2)o1	-1	3	-6	i	0.6	1	-1	0.0	-7	-7
C[C@H]1CN([C@@H](C)CO)C(=O)CCCn2nncc2CO[C@@H]1CN(C)Cc1ccc(C(F)(F)F)cc1	5	5	-8	i	1.6	0	0	-0.9	-5	x
O=C(COC(=O)CSc1ccc([N+](=O)[O-])cc1)NCC1CCCO1 (centres undefined)	0	6	15	i	-0.3	-2	-30	-1.7	2	1
CCOc1ccc(/C=N/NC(=O)Cn2ccnc2C)cc1	-1	7	8	i	0.0	0	-2	0.3	4	-13
O=C(O)c1cccc2c1-c1ccc(Cl)cc1C2	1	4	13	i	0.0	0	3	-0.7	-3	-10
O=[N+]([O-])c1cc(Cl)ccc1Sc1ccccn1	1	16	-11	i	-0.3	1	-38	0.1	2	-7
CCOc1ccccc1/C=C/c1onc(C)c1S(=O)(=O)N1CCC(C(=O)NC)CC1	0	-9	4	i	0.0	-1	-17	-0.8	-9	-8
O=C(Oc1ccc2c(c1)OCC2=O)c1ccccc1	1	9	8	i	-0.9	4	-7	-1.7	-3	-6
COCCN(Cc1nc(-c2ccc(-c3ccccc3)cc2)oc1C)C(C)C	1	31	2	i	-1.9	-3	0	0.6	-3	2
O=C(CSc1nc2ccccc2[nH]1)NCc1ccc2c(c1)OCO2	-2	0	-11	i	28*	2	7	-1.0	2	6
COc1ccc(S(=O)(=O)N(C)c2ccc(OC(=O)C(C)Oc3ccc(F)cc3)cc2)cc1 (centres undefined)	1	3	-5	i	-0.1	2	2	4.1	-3	-15

Assay outcomes: PubChem BioAssay, several laboratories
